# Screening data (PubChem BioAssay)
# PriA SSB inh – inhibitors of Klebsiella pneumoniae PriA binding to SSB C-terminal tail, primary screen, biochemical, AlphaScreen; PriA–SSB C-terminal tail interaction (Klebsiella pneumoniae); AlphaScreen SSBct-PriA binding, biotinylated peptide; inhibition, % at 33 µM; hit rate 0.6% among 430,000; AID 1272365, 2023; in the data active = inhibition mostly above about 37%, no sharp cut-off; inactive = mostly below about 20%;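 also: plate controls were negative control peptide for no effect and reference peptide for full effect; strong numbers were not always called active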
# BoNT-A LC inh2 – BoNT/A light chain protease inhibitors, primary screen, biochemical, flow cytometry, MLPCN library; Botulinum neurotoxin type A light chain protease (Clostridium botulinum A str. ATCC 3502); multiplex microsphere protease substrate cleavage; inhibition, % at 10 µM; hit rate 0.17% among 360,000; also: plate controls were buffer without enzyme for full effect and enzyme alone for no effect
# PrPC surface inh – inhibitors of human cell surface prion protein PrPC, primary screen, cell-based, TR-FRET; Major prion protein (Homo sapiens), P04156; TR-FRET read-out; inhibition, % at 13.8 µM; hit rate 0.43% among 370,000; AID 720596, 2013; in the data active = inhibition above about 24%; also: 0% = median of the test wells and 100% = reference compound wells
# MazF activator – activators of E. coli MazEF toxin-antitoxin RNase, primary screen, biochemical, fluorescence, uHTS | activation, % at 20 µM | AID 504720, 2011 | Endoribonuclease toxin MazF (Escherichia coli (strain K12)), P0AE70 | FAM/BHQ RNA-DNA oligo cleavage fluorescence, 5 h | hit rate 0.32% among 350,000; in the data active = activation above about 50%
# Target sequence (P0AE70 whole entry, looked up): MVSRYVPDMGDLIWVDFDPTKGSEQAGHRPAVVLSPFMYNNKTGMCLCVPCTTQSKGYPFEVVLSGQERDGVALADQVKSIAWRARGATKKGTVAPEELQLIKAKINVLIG
# Rv3671c protease – Rv3671c serine protease inhibitors, primary screen, biochemical, fluorescence polarization, M. tuberculosis H37Rv; inhibition, % at 5.96 µM; hit rate 0.048% among 320,000; P9WHR9; AID 2606, 2010; in the data active = inhibition above about 38%;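 also: extracellular domain of Rv3671c used as enzyme; 0% = enzyme with DMSO and 100% = no enzyme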
# Target sequence (P9WHR9 whole entry, looked up, the tested form may be a part): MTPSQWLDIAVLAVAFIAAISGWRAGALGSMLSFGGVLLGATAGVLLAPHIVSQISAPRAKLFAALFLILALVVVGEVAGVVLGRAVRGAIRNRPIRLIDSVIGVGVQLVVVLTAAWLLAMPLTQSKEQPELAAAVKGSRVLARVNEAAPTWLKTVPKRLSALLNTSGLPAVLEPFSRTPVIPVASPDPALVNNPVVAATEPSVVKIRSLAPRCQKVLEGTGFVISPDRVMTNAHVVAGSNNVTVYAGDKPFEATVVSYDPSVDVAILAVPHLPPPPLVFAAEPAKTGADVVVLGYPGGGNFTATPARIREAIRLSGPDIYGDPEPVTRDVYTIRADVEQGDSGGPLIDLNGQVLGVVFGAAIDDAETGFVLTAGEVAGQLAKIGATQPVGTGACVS
# CCHF vOTU inh – CCHFV vOTU protease inhibitors, primary screen, biochemical, Pep-AMC substrate, fluorescence; Crimean-Congo hemorrhagic fever virus L polyprotein viral ovarian tumor (vOTU) protease …; inhibition, % at 11.5 µM; hit rate 0.55% among 370,000; AID 651958, 2012; in the data active = inhibition above about 30%; also: 0% = vehicle wells with enzyme and 100% = no enzyme wells
# DUSP3 inh – VHR1 phosphatase inhibitors, primary screen, biochemical, absorbance, uHTS; recombinant VHR phosphatase, pNPP absorbance; inhibition, % at 13.3 µM; hit rate 0.52% among 290,000; AID 1654, 2009; in the data active = inhibition above about 50%; also: some compounds called inactive have numbers as strong as hits
# Target sequence (P51452 whole entry, looked up): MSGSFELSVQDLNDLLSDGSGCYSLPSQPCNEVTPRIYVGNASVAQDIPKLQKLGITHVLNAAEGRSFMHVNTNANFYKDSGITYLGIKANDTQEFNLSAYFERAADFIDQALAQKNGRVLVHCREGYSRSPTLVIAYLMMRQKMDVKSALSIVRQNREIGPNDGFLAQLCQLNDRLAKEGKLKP
# BoNT-F LC inh – BoNT/F light chain protease inhibitors, primary screen, biochemical, flow cytometry, MLPCN library. Multiplex microsphere protease cleavage assay. inhibition, % at 10 µM. hit rate 0.22% among 360,000. AID 588497, 2011; in the data active = inhibition above about 35%, passing the limit was not always enough; inconclusive = no clear call, values can overlap the other calls; also: plate controls were buffer without enzyme for full effect and enzyme alone for no effect
# Anthrax LF inh2 – Bacillus anthracis LF protease inhibitors, primary screen, biochemical, multiplex microsphere, MLPCN library; multiplex microsphere protease cleavage assay; inhibition, % at 10 µM; hit rate 0.12% among 360,000; AID 588501, 2011; also: plate controls were buffer without enzyme for full effect and enzyme alone for no effect
# SARS 3CLpro inh – SARS-CoV 3CLpro protease inhibitors, primary screen, biochemical, quenched FRET. Replicase polyprotein 1ab (Severe acute respiratory syndrome coronavirus), P0C6X7. recombinant SARS-CoV 3CLpro, quenched FRET peptide cleavage. inhibition, % at 6 µM. hit rate 0.14% among 290,000. AID 1706, 2009; in the data active = inhibition above about 12%
# * = called active by the depositor; ? = inconclusive; / = not tested or not shown; & = joins results of further samples. Rule as the data show it, unless noted: active = inhibition above about 30%; inconclusive = no clear call, values can overlap the other calls; inactive = below that. The list is partial, so the mix of outcomes need not match the whole.
1: COc1cccc(NC(=O)CN(C)C(=O)c2ccc(NC(=O)CC3SC(N4CCCCC4)=NC3=O)cc2)c1 (centres undefined)
2: Cc1ccc([C@@H]2CC=C(C(=O)O)[C@H](c3ccccc3F)N2S(=O)(=O)c2ccc(C)cc2)cc1
3: CC(C)[C@H](NS(=O)(=O)c1ccccc1)C(=O)OCC(=O)N1N=C(c2ccc(Cl)cc2)CC1c1ccco1 (some centres undefined)
4: CSc1cccc(NC(=O)CCCn2c(=O)c3cccn3c3cccnc32)c1
5: Cn1ncc2c(Nc3ccccc3Cl)nc(Nc3ccccc3Cl)nc21
6: O=C(Nc1ccccc1)Nc1cccc(Cl)c1
7: COC(=O)c1sc(NC(=O)c2cnccn2)c(C(=O)OC)c1C
8: CC(OC(=O)Cn1cnc2c1c(=O)n(C)c(=O)n2C)C(=O)Nc1ccc(Cl)cc1 (centres undefined)

Compound,1,2,3,4,5,6,7,8
PriA SSB inh,9,-8,6,0,2,-31,-22,-8
BoNT-A LC inh2,-1.0,0.2,0.5,-0.1,-1.4,-0.2,/,7.0
PrPC surface inh,-5,-1,-2,10,3,13,/,0
MazF activator,-3,0,2,1,5,8,9,1
Rv3671c protease,1,7,-37,-13,-16,-8,6,8
CCHF vOTU inh,8,9,11,22,11,-18,/,-6
DUSP3 inh,/,/,6,7,31,24,/,/
BoNT-F LC inh,-6,1,-8,-4,?,-15,/,17
Anthrax LF inh2,0,4,0,1,-20,-6,/,2
SARS 3CLpro inh,/,/,3,1,4,2,-6,/

9: CCSc1nc2c(c(=O)n1Cc1ccccc1)SC(C)C2 (centres undefined)
10: O=C(OCc1ccc([N+](=O)[O-])cc1)c1cc(S(=O)(=O)N2CCCCC2)ccc1N1CCOCC1
11: S=C(NCc1cccs1)Nc1ccc(Br)cc1Cl
12: O=C(NCc1ccc(F)cc1)c1cc(C2CCCCN2C(=O)CCCc2ccccc2)on1 (centres undefined)
13: CCCC(=O)N1c2ccccc2NC2=C(C(=O)CCC2)C1c1ccc(F)cc1 (centres undefined)
14: Cc1cc(C)nc(N/N=C/C2=C(O)CC(c3ccccc3)CC2=O)n1 (centres undefined)
15: Cc1cc2nc(N=C(N)N)nc(C)c2cc1C
16: CCn1cc([N+](=O)[O-])c(C(=O)Nc2ccn(C34CC5CC(CC(C5)C3)C4)n2)n1

Compound,9,10,11,12,13,14,15,16
PriA SSB inh,12,-2,-31,/,4,/,3,0
BoNT-A LC inh2,1.0,/,-0.6,-0.3,0.7,/,0.1,0.9
PrPC surface inh,-4,0,10,9,4,13,13,7
MazF activator,-1,3,0,/,3,/,11,1
Rv3671c protease,6,2,-2,/,-7,10,/,-1
CCHF vOTU inh,17,5,3,7,-2,-5,1,-6
DUSP3 inh,-5,/,15,/,6,2,13,28
BoNT-F LC inh,-4,/,-2,2,4,/,4,4
Anthrax LF inh2,-8,/,-1,0,-2,/,-1,1
SARS 3CLpro inh,-2,/,1,/,4,-1,-7,7

17: CCN(CC)Cc1c(C(=O)N/N=C/c2cccnc2)nnn1-c1nonc1N
18: CCN(CC)C(=O)Cn1cc(C(=O)C(=O)NCCCN2CCOCC2)c2ccccc21
19: Cc1cc(N2CC(C)OC(C)C2)nc(C(C)C)n1 (centres undefined)
20: ClC1=C(Cl)C(Cl)=C(Cl)C1=C/C=C/c1ccccc1
21: C=CC[C@@H](CC(=O)N(CCO)Cc1ccccc1)C(=O)NC[C@H](OC(=O)[C@@H](CC=C)CC(=O)OC(C)(C)C)c1ccccc1
22: O=C(c1ccccc1)c1nn(-c2cccc(Cl)c2)ccc1=O
23: Cc1ccc(C)c(OCC(=O)NNC(=O)CCN2CCN(c3ccccc3)CC2)c1
24: COc1ccc(-n2c(-c3ccc(C)cc3)n[nH]c2=S)cc1

Compound,17,18,19,20,21,22,23,24
PriA SSB inh,/,-1,-7,2,6,1,-1,-3
BoNT-A LC inh2,0.6,-1.2,-0.7,-0.8,0.5,/,0.9,-0.6
PrPC surface inh,0,-8,4,-9,-3,0,0,2
MazF activator,2,3,2,-6,5,0,1,-16
Rv3671c protease,0,5,-6,1,-3,-1,-9,-2
CCHF vOTU inh,7,9,-4,8,37*,15,8,-6
DUSP3 inh,8,14,13,-5,/,12,/,0
BoNT-F LC inh,13,-5,2,-2,5,/,0,-2
Anthrax LF inh2,10,-1,-2,-3,2,/,-6,-3
SARS 3CLpro inh,2,-3,1,-1,/,1,/,-1

25: CCCc1cc(C(=O)OCC(=O)NCCc2ccccc2)sc1C
26: CC(=O)c1c(C)[nH]c(C(=O)OCC(=O)Nc2c(C)cccc2C)c1C
27: CCC1(c2ccccc2)NC(=O)N(CC(=O)Nc2ccccc2C(=O)NC2CCCC2)C1=O (centres undefined)
28: COC(=O)c1ccc(NC(=O)c2cc3sccc3n2C)cc1
29: Fc1ccccc1NC(=S)NCc1ccccc1
30: O=C1CCN(CCc2ccccc2)CCN1[C@H](CSc1ccc(Br)cc1)c1ccccc1
31: N#Cc1nc(-c2ccc(Cl)cc2)oc1NCc1cccc2c1OCO2
32: Cc1cccc(Oc2cc(NC(=O)c3ccccc3)cc([N+](=O)[O-])c2)c1

Compound,25,26,27,28,29,30,31,32
PriA SSB inh,/,1,-8,-2,-7,3,-6,18
BoNT-A LC inh2,-0.8,0.4,?,0.8,-3.8,0.0,1.2,0.8
PrPC surface inh,1,12,-9,14,-3,-7,4,5
MazF activator,5,3,-5,5,10,-13,8,5
Rv3671c protease,/,7,-2,-17,-1,2,-5,-142
CCHF vOTU inh,17,4,4,-7,12,-5,-3,15
DUSP3 inh,/,/,/,23,-32,22,7,3
BoNT-F LC inh,-2,4,?,7,?,-6,-2,-32
Anthrax LF inh2,-4,-5,?,-4,-5,-2,-1,-4
SARS 3CLpro inh,/,/,/,-2,-1,/,3,4

# Look-ups from the entries so far:
# cpd 3 in Anthrax LF inh2 has 0
# cpd 29 in DUSP3 inh has -32

# Later entries:
33: CCOC(=O)c1c(NC(=O)CSc2nnc3ccccn23)sc2c1CCC2
34: O=C(NCCN1C(=O)S/C(=C\c2ccc(Cl)c(Cl)c2)C1=O)C1COc2ccccc2O1 (centres undefined)
35: Cc1ccc2nc(SCc3ccccc3)c(C=O)c(=O)n2c1
36: CCNCCNC(=O)c1c(O)c2c([nH]c1=O)CCCC2
37: CCN1N=C(C)C=C(c2ccccc2)n2c1nc1ccccc12
38: CN(C)CCCn1c(=O)n(Cc2ccccc2)c(=O)c2c3c(sc21)CCCCC3
39: Cc1ccc(OCC(O)CN2C(=O)NC(C)(C)C2=O)cc1C (centres undefined)
40: COc1ccc(CNC(=O)CN(C(=O)Cn2nnc(-c3ccccc3F)n2)c2ccc(C)cc2)cc1

Compound,33,34,35,36,37,38,39,40
PriA SSB inh,3,-2,1,-3,6,3,-9,-1
BoNT-A LC inh2,-1.0,-0.1,0.6,-1.4,-0.1,1.7,-0.8,1.3
PrPC surface inh,-5,6,-2,8,-6,-13,-6,-6
MazF activator,1,-20,11,4,5,22,2,7
Rv3671c protease,2,-18,-9,-5,5,9,1,3
CCHF vOTU inh,9,-8,1,2,2,-1,-3,1
DUSP3 inh,1,6,-2,10,1,-18,-15,6
BoNT-F LC inh,-1,-4,0,3,3,25,-4,9
Anthrax LF inh2,-3,-4,-1,-4,0,-7,-8,6
SARS 3CLpro inh,0,0,4,-3,3,-2,0,0

41: COc1cccc(CNC(=O)Cn2c(=O)oc3cc(S(=O)(=O)N4CCCCC4)ccc32)c1
42: C[C@]12C[C@H](O)[C@@H](O)CC1=CCC1C2CC[C@@]2(C)C1CC[C@@H]2O (some centres undefined)
43: CCCCn1c(N)c(N(CCOC)C(=O)CC(NC(=O)c2ccccc2)c2ccccc2)c(=O)[nH]c1=O (centres undefined)
44: Cc1cc(C(=O)N2CCN(Cc3ccc4c(c3)OCO4)CC2)on1
45: CNC(=O)NC(=O)CSc1ccc(S(=O)(=O)N(C)C2CCCCC2)cn1
46: CC(Oc1cccc(Cl)c1)C(=O)Nc1ccc(S(=O)(=O)Nc2ncccn2)cc1 (centres undefined)
47: CCc1n[nH]c(=O)c2cc3cc(OC)ccc3n12
48: O=C(NCCC1=CCCCC1)c1c(O)nc2sccn2c1=O

Compound,41,42,43,44,45,46,47,48
PriA SSB inh,-11,-5,1,-14,-2,-17,-5,9&-6
BoNT-A LC inh2,0.8,-0.5,-0.6,-0.3,/,/,-3.1,1.0
PrPC surface inh,2,-3,2,-8,4,3,-1,-6
MazF activator,7,8,0,9,1,2,0,7
Rv3671c protease,-27,-9,-8,-3,/,-10,-1,-9
CCHF vOTU inh,18,2,0,4,-3,-1,-17,-4
DUSP3 inh,-22,/,/,9,/,/,27,/
BoNT-F LC inh,2,4,2,-6,/,/,-6,-2
Anthrax LF inh2,1,-9,0,-1,/,/,-8,-5
SARS 3CLpro inh,0,/,/,1,/,/,0,/

# Brought forward from above: 2 entries, followed by the next part.
47: CCc1n[nH]c(=O)c2cc3cc(OC)ccc3n12
48: O=C(NCCC1=CCCCC1)c1c(O)nc2sccn2c1=O
49: COC(=O)c1cc(OC)c(OC)cc1NCC(=O)Nc1ccc(C)cc1
50: CN(C)CCCn1c2c(c(SCC(=O)Nc3ccc4c(c3)OCCO4)nc1=O)CCCC2
51: CCNC(=O)COc1cc(C)c(Cl)c(C)c1
52: O=C(COC(=O)c1ccco1)NC(c1ccccc1)c1ccccc1
53: COc1ccccc1N1CCN(C/C(C)=C/c2ccccc2)CC1
54: O=C(COC(=O)CNC(=O)c1ccccc1)Nc1ccc(Cl)cc1C(F)(F)F
55: O=C1NC[C@H](CCCCN2C[C@H](Cc3ccccc3)N(CC3CCCCC3)C(=O)C2=O)N(CCC2CCCCC2)C1=O
56: COc1cccc(C2NC(C)(C(=O)O)C3C(=O)N(C(C)C)C(=O)C23)c1O (centres undefined)

Compound,47,48,49,50,51,52,53,54,55,56
PriA SSB inh,-5,9&-6,-20,/,-5,-10,-18,-15,/,-2
BoNT-A LC inh2,-3.1,1.0,-0.1,0.0,-2.6,-0.2,1.6,-0.5,-0.2,-0.2
PrPC surface inh,-1,-6,5,5,8,5,-6,5,-2,-5
MazF activator,0,7,5,5,9,2,-3,8,/,-14
Rv3671c protease,-1,-9,-7,/,-5,-7,-8,9,/,4
CCHF vOTU inh,-17,-4,13,2,-12,-9,-2,9,8,-7
DUSP3 inh,27,/,26,/,-2,3,-1,4,/,9
BoNT-F LC inh,-6,-2,1,2,-14,-6,-17,-2,1,-2
Anthrax LF inh2,-8,-5,0,-14,-5,2,-3,3,0,0
SARS 3CLpro inh,0,/,1,/,1,-2,-3,1,/,-2

# Compound profiles, from the list above. Order of screens: PriA SSB inh	BoNT-A LC inh2	PrPC surface inh	MazF activator	Rv3671c protease	CCHF vOTU inh	DUSP3 inh	BoNT-F LC inh	Anthrax LF inh2	SARS 3CLpro inh
# O=C(COC(=O)CNC(=O)c1ccccc1)Nc1ccc(Cl)cc1C(F)(F)F across the screens: -15	-0.5	5	8	9	9	4	-2	3	1
# O=C1NC[C@H](CCCCN2C[C@H](Cc3ccccc3)N(CC3CCCCC3)C(=O)C2=O)N(CCC2CCCCC2)C1=O across the screens: /	-0.2	-2	/	/	8	/	1	0	/
# COc1ccccc1N1CCN(C/C(C)=C/c2ccccc2)CC1 across the screens: -18	1.6	-6	-3	-8	-2	-1	-17	-3	-3
